# Screening data deposited in PubChem BioAssay by Broad Institute.
# NSD2 block – inhibitors of human NSD2 methyltransferase; O96028; AID 624260; NSD2-SET H3K36me1 DELFIA fluorescence, biochemical; 44,000 tested, 0.07% active; inhibition, % at 12.5 µM; in the data active = inhibition above about 54%, passing the limit was not always enough; inconclusive = no clear call, values can overlap the other calls;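 also: inhibitors reduce the monomethyl H3K36 fluorescence signal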
# Target sequence (O96028 whole entry, looked up): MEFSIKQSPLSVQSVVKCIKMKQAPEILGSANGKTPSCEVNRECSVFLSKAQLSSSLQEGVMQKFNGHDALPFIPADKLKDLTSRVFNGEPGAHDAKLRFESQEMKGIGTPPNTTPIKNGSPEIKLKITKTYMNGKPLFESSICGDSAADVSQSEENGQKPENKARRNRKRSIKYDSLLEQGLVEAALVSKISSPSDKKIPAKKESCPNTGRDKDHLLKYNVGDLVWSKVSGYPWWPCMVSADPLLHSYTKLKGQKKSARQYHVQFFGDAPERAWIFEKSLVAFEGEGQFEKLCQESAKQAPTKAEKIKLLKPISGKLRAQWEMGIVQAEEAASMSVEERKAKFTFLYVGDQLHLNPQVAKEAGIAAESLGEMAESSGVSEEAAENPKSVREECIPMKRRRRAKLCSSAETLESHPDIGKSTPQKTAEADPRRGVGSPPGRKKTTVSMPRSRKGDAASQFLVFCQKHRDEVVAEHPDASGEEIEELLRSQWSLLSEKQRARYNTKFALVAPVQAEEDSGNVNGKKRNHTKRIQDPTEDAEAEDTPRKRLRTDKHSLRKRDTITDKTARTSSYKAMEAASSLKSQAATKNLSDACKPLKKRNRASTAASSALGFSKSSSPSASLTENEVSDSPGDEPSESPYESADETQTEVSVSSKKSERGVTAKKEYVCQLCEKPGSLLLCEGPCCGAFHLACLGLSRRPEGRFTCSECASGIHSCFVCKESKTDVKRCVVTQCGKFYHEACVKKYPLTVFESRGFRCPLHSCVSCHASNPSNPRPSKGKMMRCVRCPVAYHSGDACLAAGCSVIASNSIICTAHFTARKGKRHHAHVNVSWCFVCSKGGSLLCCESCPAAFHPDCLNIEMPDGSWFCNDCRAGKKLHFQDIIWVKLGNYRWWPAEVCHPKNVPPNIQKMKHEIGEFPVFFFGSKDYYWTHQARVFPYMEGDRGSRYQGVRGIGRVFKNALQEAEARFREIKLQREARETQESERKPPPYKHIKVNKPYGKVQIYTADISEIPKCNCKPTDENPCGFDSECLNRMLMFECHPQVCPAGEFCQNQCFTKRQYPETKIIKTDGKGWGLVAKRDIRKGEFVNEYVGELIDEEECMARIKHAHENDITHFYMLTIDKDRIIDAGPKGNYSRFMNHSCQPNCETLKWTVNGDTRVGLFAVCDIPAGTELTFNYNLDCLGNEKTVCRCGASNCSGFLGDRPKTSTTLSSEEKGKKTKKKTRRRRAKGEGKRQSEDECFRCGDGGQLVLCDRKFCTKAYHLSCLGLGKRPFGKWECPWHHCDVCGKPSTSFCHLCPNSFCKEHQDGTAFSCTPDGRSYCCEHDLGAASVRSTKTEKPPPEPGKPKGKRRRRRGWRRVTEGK
# * = called active by the depositor; i = inactive; ? = inconclusive; & = joins results of further samples. The list is partial; rates above refer to the full screens.
no.	smiles	NSD2 block
1	O=C(OC(C(=O)NCc1ccccc1)c1ccco1)c1ccccc1 (stereo not drawn)	-6
2	C[C@@H]1CCCCO[C@@H](CN(C)S(=O)(=O)c2ccccc2)[C@@H](C)CN([C@@H](C)CO)C(=O)c2cc(NS(=O)(=O)c3ccc(F)cc3)ccc2O1	-4
3	Cn1cnc(S(=O)(=O)N[C@@H]2C=C[C@@H](CC(=O)NCC3CCCCC3)O[C@@H]2CO)c1	-1
4	CCCNC(=O)N(C)C[C@@H]1Oc2ncc(-c3ccccc3)cc2C(=O)N([C@H](C)CO)C[C@@H]1C	-2
5	CC(C)NC(=O)N(C)C[C@H]1Oc2ncc(-c3ccccc3F)cc2C(=O)N([C@H](C)CO)C[C@@H]1C	4
6	C/C=C1/CN[C@H]2Cc3c([nH]c4ccccc34)C(=O)C[C@H]1C2C(=O)OC (stereo partly drawn)	-6
7	C[C@@H]1CN([C@H](C)CO)C(=O)Cc2cc(NC(=O)CCC(F)(F)F)ccc2O[C@H]1CN(C)Cc1ccncc1	0
8	C[C@@H]1CN([C@H](C)CO)C(=O)c2cc(NS(=O)(=O)c3cccs3)ccc2O[C@@H](C)CCCCO[C@@H]1CN(C)Cc1ccc(C(=O)O)cc1	-2
9	C[C@@H]1CN([C@H](C)CO)S(=O)(=O)c2ccc(-c3cncnc3)cc2O[C@@H]1CN(C)C(=O)Cc1ccccc1	-14
10	COc1ccc(S(=O)(=O)N(C)C[C@H]2Oc3ccc(NC(=O)Nc4ccc(C(F)(F)F)cc4)cc3C(=O)N([C@H](C)CO)C[C@H]2C)cc1	48
11	Cc1noc(C)c1S(=O)(=O)Nc1ccc2c(c1)C(=O)N([C@@H](C)CO)C[C@H](C)[C@H](CN(C)Cc1ccc(C(=O)O)cc1)OCCCC[C@@H](C)O2	3
12	COc1cccc(-c2cnc3c(c2)C(=O)N([C@@H](C)CO)C[C@H](C)[C@@H](CN(C)C(=O)Nc2ccccc2F)O3)c1	3
13	C[C@@H]1CN([C@H](C)CO)C(=O)c2cc(NC(=O)C3CC3)ccc2O[C@@H]1CN(C)Cc1ccc(-c2ccccc2)cc1	-3
14	C[C@@H]1CCCCO[C@H](CN(C)S(=O)(=O)c2ccccc2)[C@@H](C)CN([C@@H](C)CO)C(=O)c2cc(NC(=O)Nc3cccc4ccccc34)ccc2O1	0
15	C[C@@H]1CN([C@H](C)CO)C(=O)c2cc(Br)cnc2O[C@H]1CN(C)C(=O)C1CCC1	3
16	CN=C(C)/C(C(=O)OC)=C(/O)c1ccc(Cl)cc1Cl	3
17	C[C@H]1CN([C@@H](C)CO)C(=O)Cc2cc(NC(=O)C3CC3)ccc2O[C@@H]1CN(C)CC1CC1	1
18	COc1ccccc1NC(=O)N[C@@H]1CC[C@H](CC(=O)N2CCC(Cc3ccccc3)CC2)O[C@H]1CO	8
19	C[C@H](CO)N1C[C@H](C)[C@H](CN(C)S(=O)(=O)c2ccc(C#N)cc2)Oc2ncc(C#CC(C)(C)O)cc2C1=O	3
20	C[C@@H]1CN([C@H](C)CO)C(=O)CCCn2nncc2CO[C@@H]1CN(C)C(=O)Nc1ccc(N2CCCCC2)cc1	3
21	C[C@H](CO)N1C[C@H](C)[C@H](CN(C)Cc2ccncc2)Oc2ccc(NC(=O)Nc3ccc(C(F)(F)F)cc3)cc2CC1=O	?
22	COc1cc2c(c(O)c1OC)C(=O)CC(c1ccc(O)cc1)O2 (stereo not drawn)	-5
23	C[C@H]1CN([C@@H](C)CO)C(=O)c2cc(Br)cnc2O[C@@H]1CN(C)C(=O)Nc1ccc(F)cc1	-6
24	COc1ccc(NC(=O)Nc2ccc3c(c2)CC(=O)N([C@@H](C)CO)C[C@H](C)[C@@H](CN(C)Cc2ccc(C(=O)Nc4ccccc4N)cc2)O3)cc1	-1
25	COc1ccccc1-c1cnc2c(c1)C(=O)N([C@H](C)CO)C[C@@H](C)[C@@H](CN(C)C(=O)CC1CC1)O2	2
26	C[C@H](CO)N1C[C@H](C)[C@@H](CN(C)Cc2ccc(-c3ccccc3)cc2)Oc2ccc(NS(C)(=O)=O)cc2C1=O	11
27	C[C@H](CO)N1C[C@H](C)[C@H](CN(C)C(=O)Nc2ccc(C(F)(F)F)cc2)Oc2ccc(NC(=O)C3CC3)cc2CC1=O	-6
28	COc1ccc(-c2ccc3c(c2)O[C@@H](CN(C)C(C)=O)[C@@H](C)CN([C@H](C)CO)S3(=O)=O)cc1	6
29	COc1ccc(S(=O)(=O)N(C)C[C@H]2Oc3ccc(NC(=O)Nc4c(C)noc4C)cc3C(=O)N([C@H](C)CO)C[C@@H]2C)cc1	-2
30	Cc1ccccc1-c1cnc2c(c1)C(=O)N([C@@H](C)CO)C[C@@H](C)[C@@H](CN(C)C(=O)c1ccc(F)cc1)O2	-3
31	C[C@H]1CCCCO[C@@H](CN(C)Cc2ccccc2)[C@@H](C)CN([C@@H](C)CO)C(=O)c2cc(NC(=O)Nc3cccc4ccccc34)ccc2O1	i
32	Cc1cccc(N(C)C(=S)Oc2ccc3ccccc3c2)c1	3
33	Cc1cccc(CN(C)C[C@@H]2Oc3ncc(-c4cc5ccccc5o4)cc3C(=O)N([C@H](C)CO)C[C@@H]2C)c1	-2
34	C[C@@H]1CN([C@H](C)CO)S(=O)(=O)c2ccc(Br)cc2O[C@H]1CN(C)CC1CCOCC1	1
35	COc1cc(/C=N/NC(=O)c2ccccc2O)ccc1O	3
36	O=C(C[C@@H]1C[C@H]2c3cc(NC(=O)C4CCOCC4)ccc3O[C@H]2[C@H](CO)O1)NCCc1ccccc1	5
37	C[C@@H]1CN([C@@H](C)CO)C(=O)c2cc(NC(=O)NC3CCCCC3)ccc2O[C@@H]1CN(C)S(=O)(=O)c1ccccc1	-4
38	C[C@@H]1CN([C@@H](C)CO)S(=O)(=O)c2ccc(C3=CCCC3)cc2O[C@@H]1CN(C)C(=O)Nc1ccc2c(c1)OCO2	-13
39	C[C@H](CO)N1C[C@H](C)[C@@H](CN(C)Cc2ccc(-c3ccccc3)cc2)Oc2cc(C#CC(C)(C)O)ccc2S1(=O)=O	2
40	C[C@H]1CN([C@@H](C)CO)C(=O)Cc2cc(NC(=O)CCCCCC(=O)Nc3ccccc3N)ccc2O[C@H]1CN(C)Cc1ccc(Oc2ccccc2)cc1	1
41	C[C@@H]1CCCCO[C@H](CN(C)C(=O)Nc2ccc(F)cc2)[C@H](C)CN([C@@H](C)CO)C(=O)c2cc(NC(=O)CCCN(C)C)ccc2O1	5
42	C[C@@H]1CN([C@@H](C)CO)C(=O)c2cc(NC(=O)Nc3ccc(C(F)(F)F)cc3)ccc2O[C@@H]1CN(C)C(=O)NC1CCCCC1	-10
43	Cc1noc(C)c1NC(=O)Nc1ccc2c(c1)C(=O)N([C@H](C)CO)C[C@H](C)[C@@H](CN(C)C)OCCCC[C@H](C)O2	-1
44	C[C@H]1CN([C@@H](C)CO)C(=O)Cc2cc(NC(=O)Nc3cccc4ccccc34)ccc2O[C@H]1CN(C)Cc1ccc2c(c1)OCO2	-11
45	C[C@@H]1CN([C@@H](C)CO)C(=O)c2cc(-c3cncnc3)cnc2O[C@H]1CN(C)Cc1ccncc1	1
46	C[C@@H]1CN([C@@H](C)CO)S(=O)(=O)c2ccc(-c3ccccc3)cc2O[C@H]1CN(C)Cc1cccnc1	7
47	COc1cc(Cl)c(/C=N/NC(=O)c2ccccn2)c(Cl)c1OC	-1
48	C[C@H](CO)N1C[C@H](C)[C@@H](CN(C)Cc2cccnc2)Oc2cc(C#CCN(C)C)ccc2S1(=O)=O	-5
49	O=C(C[C@@H]1C=C[C@H](NC(=O)C2CC2)[C@H](CO)O1)NC1CCC1	5
50	C[C@H](CO)N1C[C@H](C)[C@H](CN(C)C(=O)c2ccccc2)OCCCC[C@H](C)Oc2ccc(NC(=O)Nc3ccc(F)cc3)cc2C1=O	8
51	Cc1noc(C)c1NC(=O)N(C)C[C@@H]1OCc2cn(nn2)CCCC(=O)N([C@@H](C)CO)C[C@@H]1C	0
52	COc1ccc(NC(=O)N(C)C[C@@H]2Oc3c(NC(=O)Nc4ccc(C(F)(F)F)cc4)cccc3C(=O)N([C@@H](C)CO)C[C@H]2C)cc1	-10
53	C[C@@H]1CN([C@@H](C)CO)C(=O)c2cc(NC(=O)C3CCCCC3)ccc2O[C@@H]1CN(C)Cc1ccncc1	-2
54	Cc1noc(C)c1NC(=O)Nc1ccc2c(c1)C(=O)N([C@@H](C)CO)C[C@@H](C)[C@@H](CN(C)S(=O)(=O)c1ccccc1)OCCCC[C@H](C)O2	5
55	COCC(=O)N(C)C[C@H]1Oc2ncc(-c3ccccc3F)cc2C(=O)N([C@@H](C)CO)C[C@@H]1C	-2
56	O=C(C1=C[C@@H](c2csc3ccccc23)C[C@@H](OCc2ccc(CO)cc2)O1)N1CCN(Cc2ccc3c(c2)OCO3)CC1	0&3
57	COc1ccc(NC(=O)N(C)C[C@H]2OCCCC[C@@H](C)Oc3ccc(NC(=O)Nc4ccc5c(c4)OCO5)cc3C(=O)N([C@@H](C)CO)C[C@H]2C)cc1	-2
58	COc1ccc(CN(C)C[C@H]2Oc3ccc(NS(=O)(=O)c4ccc(C)cc4)cc3C(=O)N([C@H](C)CO)C[C@H]2C)cc1	-4
59	COc1ccc(CN(C)C[C@H]2Oc3ccc(NS(=O)(=O)c4ccc(OC)cc4)cc3CC(=O)N([C@H](C)CO)C[C@H]2C)cc1	-2
60	O=C(NCc1ccccc1)C1Sc2nnc(-c3ccccc3)n2NC1c1ccc(F)cc1 (stereo not drawn)	-1

# (further entries)
cpd	mol	NSD2 block
61	Cc1noc(C)c1S(=O)(=O)Nc1cccc2c1O[C@H](CN(C)S(=O)(=O)c1cn(C)cn1)[C@H](C)CN([C@@H](C)CO)C2=O	6
62	CC(C)CC#Cc1ccc2c(c1)O[C@H](CN(C)S(=O)(=O)c1cccc(F)c1)[C@@H](C)CN([C@@H](C)CO)S2(=O)=O	-3
63	C[C@@H]1CN([C@@H](C)CO)C(=O)Cc2cc(NC(=O)Nc3ccc4c(c3)OCO4)ccc2O[C@H]1CN(C)C(=O)Nc1ccccc1	-5
64	COC(=O)CCCCCCC(=O)N/N=C/c1cccc(Br)c1	0
65	CC(C)CC#Cc1ccc2c(c1)O[C@H](CN(C)C(=O)Nc1ccccc1)[C@H](C)CN([C@@H](C)CO)S2(=O)=O	-6
66	CC(C)NC(=O)Nc1ccc2c(c1)C(=O)N([C@H](C)CO)C[C@@H](C)[C@H](CN(C)CC1CCCCC1)O2	-3
67	CC(=O)N(C)C[C@@H]1Oc2ncc(-c3ccccc3C)cc2C(=O)N([C@@H](C)CO)C[C@@H]1C	-3
68	COc1ccccc1CNC(=O)C[C@H]1C[C@@H]2c3cc(N(C)C)ccc3O[C@@H]2[C@@H](CO)O1	3
69	C[C@@H]1CN([C@H](C)CO)C(=O)c2cc(C#CC3CCCCC3)cnc2O[C@@H]1CN(C)Cc1cccnc1	19
70	COc1cc2c(cc1OC)CN(C(=O)[C@@H]1[C@H]3C(=O)O[C@H](c4ccccc4)[C@H](c4ccccc4)N3[C@H](c3ccccc3OCCO)[C@@]13C(=O)Nc1ccc(C#CC4(O)CCCCCC4)cc13)CC2	1
71	C=CCN1C(=O)[C@@]2(O[C@@H](CCn3cc([C@H](O)c4ccccc4)nn3)[C@H]([Si](C)(C)c3ccc(OC)cc3)[C@H]2C)c2cc(N3C(=O)c4cccc5cccc3c45)ccc21	-2
72	C[C@@H]1CN([C@@H](C)CO)C(=O)c2cc(NS(C)(=O)=O)ccc2O[C@H]1CN(C)S(=O)(=O)c1ccccc1	8
73	COc1ccc(NC(=O)N(C)C[C@H]2Oc3ccc(NC(=O)Nc4ccc(C(F)(F)F)cc4)cc3C(=O)N([C@@H](C)CO)C[C@H]2C)cc1	-9
74	C[C@H]1CN([C@@H](C)CO)C(=O)c2cc(NC(=O)CCCN(C)C)ccc2O[C@@H]1CN(C)Cc1ccc(C(F)(F)F)cc1	1
75	C[C@H](CO)N1C[C@H](C)[C@H](CN(C)C(=O)Nc2cccc3ccccc23)Oc2c(NC(=O)NC3CCCCC3)cccc2C1=O	5
76	COc1ccc(NC(=O)N(C)C[C@@H]2Oc3ccc(NS(C)(=O)=O)cc3CC(=O)N([C@@H](C)CO)C[C@H]2C)cc1	6
77	C[C@H]1CCCCO[C@@H](CN(C)Cc2ccc(C(=O)O)cc2)[C@@H](C)CN([C@@H](C)CO)C(=O)c2cc(NS(C)(=O)=O)ccc2O1	2
78	C[C@@H]1CCCCO[C@H](CN(C)C(=O)C2CCCCC2)[C@@H](C)CN([C@@H](C)CO)C(=O)c2cc(NC(=O)c3ccncc3)ccc2O1	-4
79	COc1ccc(S(=O)(=O)N(C)C[C@@H]2Oc3ccc(NC(=O)CCCCCC(=O)Nc4ccccc4N)cc3CC(=O)N([C@H](C)CO)C[C@@H]2C)cc1	-2
80	C[C@H]1CN([C@@H](C)CO)C(=O)c2cc(-c3ccccc3)cnc2O[C@@H]1CN(C)C(=O)NC1CCCC1	12
